Screening data: PubChem, National Center for Advancing Translational Sciences (NCATS)
Mm-Cpn inhibitor = Inhibitors of TCP-1 ring complex (TRiC) of Methanococcus maripaludis (MmCpn): qHTS. Chaperonin Mm-Cpn (Methanococcus maripaludis). purified Mm-Cpn ATPase, ADP Transcreener TR-FRET. Potency, µM (titrated, usually from 76.9 µM), without a hit: at the top dose activity, negative = inhibition, most hits filed as inhibitors. 0.031% of 330,000 active. AID 504842, 2011; note: potency is the fitted concentration of half-maximal effect; % is set by controls: 0 for no effect and ±100 for the full control effect; nearly all actives have a fitted effect of over 80% in size
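ATPase turnover read by TR-FRET ADP competition (Eu cryptate antibody/ADP-d2, 665/590 nm): 10uM ATP final, 25nM Mm-CPN final, 30 min 37degC after 10-min compound preincubation, pH 7.4 Tris/KCl/MgCl2/DTT buffer.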
A549 viability = Nrf2 qHTS screen for inhibitors: counterscreen for cytotoxicity | A549 ARE-Fluc cells, CellTiter-Fluor viability, 18-24 h | Potency, µM (series often up to 46 µM), for the others: at the highest dose activity change, negative = cytotoxicity, actives largely listed as inhibitors | 0.16% of 390,000 active; note: potency is the fitted concentration of half-maximal effect; % is set by controls: 0 for no effect and ±100 for the full control effect
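Cytotoxicity counterscreen: CellTiter-Fluor fluorescence was measured in A549 ARE_Fluc cells after 18-24 h of compound exposure in a concentration series. The subsequent BugLite luminescent read reports ARE-luciferase activity.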
TGFb SMAD3 inh = qHTS for Inhibitors of TGF-b. HepG2 CAGA-GFP TGF-b/SMAD3 reporter, GFP fluorescence, 18 h; TGF-beta stimulated, 500 pg/mL final. Potency, µM (doses to about 46.1 µM), for inactives: at the highest dose activity, negative = inhibition, most hits filed as inhibitors. 1.2% of 410,000 active; note: potency is the fitted concentration of half-maximal effect; % is set by controls: 0 for no effect and ±100 for the full control effect; nearly all actives have a fitted effect of over 65% in size
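Cell-based qHTS in HEPG2 carrying a CAGA-GFP Smad reporter; compounds added before 500 pg/mL final TGF-beta, 18 h incubation at 37 degrees C, GFP fluorescence quantified per cell by imaging cytometry.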
Nrf2 activator = qHTS of Nrf2 Activators | AREc32 ARE-luciferase reporter (MCF7-derived line), luminescence, 24 h | Potency, µM (series often up to 46.1 µM), for the others: at the top dose activation, actives largely listed as activators | 0.31% of 410,000 active; note: potency is the fitted concentration of half-maximal effect; % of control where 0% means no effect; nearly all actives have a fitted effect of over 65% in size
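Nrf2 activation is followed as ARE-luciferase induction in the AREc32 line after one day of compound treatment; luminescence is read with Steady-Glo.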
EPAC2 antag = qHTS for Antagonist of cAMP-regulated guanine nucleotide exchange factor 2 (EPAC2): primary screen; Rap guanine nucleotide exchange factor 4 (Homo sapiens), Q8WZA2; EPAC2 GEF exchange of Rap1B-BODIPY-GDP, fluorescence; Potency, µM (highest dose often 114 µM), for the others: at the top dose activity, negative = inhibition, hits mostly inhibitors; 0.18% of 360,000 active; AID 720708, 2013; note: potency is the fitted concentration of half-maximal effect; % is set by controls: 0 for no effect and ±100 for the full control effect; nearly all actives have a fitted effect of over 45% in size; many of its hits are not listed in these tables
Target sequence (Q8WZA2 whole entry, looked up): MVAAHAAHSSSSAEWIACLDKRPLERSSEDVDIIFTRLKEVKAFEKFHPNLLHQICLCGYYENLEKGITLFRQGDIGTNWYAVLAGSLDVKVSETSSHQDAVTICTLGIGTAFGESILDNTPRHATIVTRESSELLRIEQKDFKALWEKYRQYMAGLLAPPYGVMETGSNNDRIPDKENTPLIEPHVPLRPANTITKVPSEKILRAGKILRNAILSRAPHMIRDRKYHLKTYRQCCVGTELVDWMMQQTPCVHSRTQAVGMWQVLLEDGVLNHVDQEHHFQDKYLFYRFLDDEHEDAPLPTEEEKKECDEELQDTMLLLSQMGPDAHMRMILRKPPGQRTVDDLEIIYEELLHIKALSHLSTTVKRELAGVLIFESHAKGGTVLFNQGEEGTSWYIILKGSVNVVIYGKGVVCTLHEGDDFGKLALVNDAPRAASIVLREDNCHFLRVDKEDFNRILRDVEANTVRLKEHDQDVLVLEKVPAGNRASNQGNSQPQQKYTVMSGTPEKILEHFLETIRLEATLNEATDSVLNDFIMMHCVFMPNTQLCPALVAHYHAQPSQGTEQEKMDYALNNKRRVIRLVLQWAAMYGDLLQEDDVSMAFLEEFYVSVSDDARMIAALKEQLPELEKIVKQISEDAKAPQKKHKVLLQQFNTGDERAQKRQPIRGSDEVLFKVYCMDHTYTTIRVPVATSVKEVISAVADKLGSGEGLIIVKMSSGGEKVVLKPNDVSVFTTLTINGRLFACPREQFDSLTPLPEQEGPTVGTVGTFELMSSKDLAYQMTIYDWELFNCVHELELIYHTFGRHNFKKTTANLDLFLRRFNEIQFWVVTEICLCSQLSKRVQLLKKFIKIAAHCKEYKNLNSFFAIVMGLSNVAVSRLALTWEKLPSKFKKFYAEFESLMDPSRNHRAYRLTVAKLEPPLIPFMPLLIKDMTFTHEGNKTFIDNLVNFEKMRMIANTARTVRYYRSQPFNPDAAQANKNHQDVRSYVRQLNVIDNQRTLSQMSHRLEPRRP
CCT modulator = High-Throughput Screening for Modulators of Cytosolic Chaperonin Activity | purified chaperonin ATPase assay, HTRF ADP detection, 30 min | activity change, % (concentration not given with the values), hits read low | 0.3% of 360,000 active | AID 651819, 2012; in the data active = activity change below about -30%; note: % is set by controls: 0 for no effect and ±100 for the full control effect
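TRiC at 40 or 20 nM final (batch-dependent) in 30 mM Tris pH 7.4, 100 mM KCl, 5 mM MgCl2, 1 mM DTT, with compound at single 76 uM and 10 uM ATP, 30 min at 37 deg C. ADP detected by HTRF Transcreener, 665/615 ratio.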
EPAC2 agonist = qHTS for Agonist of cAMP-regulated guanine nucleotide exchange factor 4 (EPAC2): primary screen; AID 720711, 2013; Potency, µM (series often up to 154 µM), for the others: at the highest dose activation, actives largely listed as activators; EPAC2 activation, biochemical qHTS; response scale: 100% = 6.5 mM cAMP response; 0.079% of 360,000 active; note: potency is the fitted concentration of half-maximal effect; nearly all actives have a fitted effect of over 50% in size
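Each well held 100 nM EPAC2, 250 nM RAP1B-BODIPY-GDP and 50 uM GDP. Fluorescence, read at 5-min intervals to 30 min, was referenced to a 6.5 mM cAMP positive control.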
Nrf2 inh = Nrf2 qHTS screen for inhibitors | Potency, µM (titrated, usually from 46 µM), for the others: at the highest dose activity change, negative = inhibition, hits mostly inhibitors | AID 504444, 2011 | A549 ARE-Fluc reporter, luciferase luminescence, 18-24 h | 2.1% of 360,000 active; note: potency is the fitted concentration of half-maximal effect; % is set by controls: 0 for no effect and ±100 for the full control effect; nearly all actives have a fitted effect of over 60% in size
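In this cell-based qHTS, ARE-driven firefly luciferase in A549 cells reports Nrf2 activity; the luminescent signal after BugLite lysis is the measured value, with a prior CellTiter-Fluor read for cell health.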
pAkt inh = HTS Assay for Inhibitors of Akt Phophorylation: Primary Screen; Neuro2A IGF-stimulated pAkt S473 HTRF, 20 min; hits give low values; activity change, % for hits at 50 µM; 0.32% of 360,000 active; AID 651550, 2012; in the data active = activity change below about -80%; inconclusive = mostly about -51% to -80%; note: % is set by controls: 0 for no effect and ±100 for the full control effect
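Neuro2A cells in DMEM with 0.5% FBS, overnight at 37 deg C, given compound at single 50 µM final, then IGF (6 nM final) for 20 min at 37 deg C. Lysed; phospho-Akt Ser473 by HTRF after 24 h, 665/615 ratio.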
Active calls of the source: *; & = joins results of further samples; [ ] = remark or other dose. Unless noted, calls come from the whole dose curve; as a rule, active = well fitted curve in the direction sought with a large enough effect; inconclusive = small, poorly fitted or top-dose-only effect, or another doubt; inactive = no such curve, though single readings can be large; an effect the other way counts as inactive or inconclusive. This is a subset (hit frequency here may not be typical).

What do the screens show for `CC(Nc1ccnc2cc(Cl)ccc12)c1ccc(S(N)(=O)=O)cc1` (stereo not given)?
Mm-Cpn inhibitor: 0%; A549 viability: 1%; TGFb SMAD3 inh: -4%; Nrf2 activator: 0.1%; EPAC2 antag: -2%; CCT modulator: -1.6; EPAC2 agonist: 8%; Nrf2 inh: 2%; pAkt inh: inactive

How did N#Cc1c(N)n(CCCN2CCOCC2)c2nc3ccccc3nc12 do in these assays?
Mm-Cpn inhibitor: -1%; A549 viability: inconclusive; TGFb SMAD3 inh: -3%; Nrf2 activator: -0.9%; EPAC2 antag: -2%; CCT modulator: 0.3; EPAC2 agonist: -2%; Nrf2 inh: inconclusive; pAkt inh: inactive

How did Cc1cc(C)nc(SCc2ccc3nonc3c2)n1 do in these assays?
A549 viability: -13%[1.84 µM]; TGFb SMAD3 inh: 19%; Nrf2 activator: 0.0%; EPAC2 antag: 8%; CCT modulator: 0.1; EPAC2 agonist: 10%; Nrf2 inh: -21%; pAkt inh: inactive

What do the screens show for `COc1ccccc1N1CC(O)=C(c2nc3ccccc3s2)C1=N`?
Mm-Cpn inhibitor: -1%; A549 viability: -4%; TGFb SMAD3 inh: inconclusive; Nrf2 activator: 0.0%; EPAC2 antag: -5%; CCT modulator: -0.6; EPAC2 agonist: 18%; Nrf2 inh: 11%; pAkt inh: inactive

How did CC(C)C(NS(=O)(=O)c1cccs1)C(=O)NCc1ccccc1Cl (stereo not given) do in these assays?
Mm-Cpn inhibitor: -6%; A549 viability: 17%; TGFb SMAD3 inh: -10%; Nrf2 activator: 0.1%; EPAC2 antag: -8%; CCT modulator: -1.4; EPAC2 agonist: 6%; Nrf2 inh: 20%; pAkt inh: inactive

How did CC(=O)c1cccc(S(=O)(=O)N2CCN(CCOc3ccccc3)CC2)c1 do in these assays?
Mm-Cpn inhibitor: -1%; A549 viability: 0%; TGFb SMAD3 inh: -25%; Nrf2 activator: 0.4%; EPAC2 antag: 4%; CCT modulator: -0.9; EPAC2 agonist: 12%; Nrf2 inh: inconclusive; pAkt inh: inactive

What do the screens show for `COc1ccc(C(=O)N[C@H](C(=O)NCc2ccco2)C(C)C)cc1`?
Mm-Cpn inhibitor: -9%; A549 viability: 2%; TGFb SMAD3 inh: -16%; Nrf2 activator: -0.1%; EPAC2 antag: 6%; CCT modulator: -2.2; EPAC2 agonist: 11%; Nrf2 inh: 2%; pAkt inh: inactive

Results for Oc1ccc(C2Nc3cccc4cccc(c34)N2)cc1 ?
Mm-Cpn inhibitor: -1%; A549 viability: -8%; TGFb SMAD3 inh: -8%; Nrf2 activator: 2.8%; EPAC2 antag: -25%; CCT modulator: -4.3; EPAC2 agonist: 11%; Nrf2 inh: 2%; pAkt inh: inactive

Results for CN1C(=O)C(CC(=O)Nc2ccc(F)cc2)N(CCCc2ccccc2)C1=S (stereo not given) ?
Mm-Cpn inhibitor: 0%; A549 viability: inconclusive; TGFb SMAD3 inh: inconclusive; Nrf2 activator: 11%; EPAC2 antag: -4%; CCT modulator: -2.3; EPAC2 agonist: 6%; Nrf2 inh: inconclusive; pAkt inh: inactive

What do the screens show for `Cc1ccc(-c2nn3c(-c4ccc(C)cc4)nnc3c3ccccc23)cc1`?
A549 viability: -1%; TGFb SMAD3 inh: 7%; Nrf2 activator: 3.4%; Nrf2 inh: 2%

Results for O=C(NC1CCCCC1)NC1(C(=O)NCCCN2CCOCC2)CCCCC1 ?
Mm-Cpn inhibitor: 0%; A549 viability: 2%; TGFb SMAD3 inh: -1%; Nrf2 activator: -0.3%; EPAC2 antag: 16%; CCT modulator: 3.8; EPAC2 agonist: 3%; Nrf2 inh: 3%; pAkt inh: inactive

Results for COc1nc(OC)nc(N2CCCCCC2)n1 ?
Mm-Cpn inhibitor: 0%; A549 viability: -1%; TGFb SMAD3 inh: 2%; Nrf2 activator: -0.1%; EPAC2 antag: 2%; CCT modulator: -0.3; EPAC2 agonist: 7%; Nrf2 inh: -8%; pAkt inh: inactive

What do the screens show for `CCc1ccc(S(=O)(=O)c2cn(C)c3cc(N4CCN(CC)CC4)c(F)cc3c2=O)cc1`?
A549 viability: -7%; TGFb SMAD3 inh: -30%; Nrf2 activator: -0.2%; Nrf2 inh: -3%

Results for CN(CC(=O)Nc1ccccc1C(F)(F)F)C(=O)CSc1nnc(-c2ccncc2)n1C ?
Mm-Cpn inhibitor: 1%; A549 viability: -7%; TGFb SMAD3 inh: 1%; Nrf2 activator: 0.3%; EPAC2 antag: 4%; CCT modulator: -2.2; EPAC2 agonist: -8%; Nrf2 inh: 2%; pAkt inh: inactive

Results for COc1cc2oc(=O)c(Br)c(C)c2c(OC)c1OC ?
Mm-Cpn inhibitor: inconclusive; A549 viability: 9%; TGFb SMAD3 inh: inconclusive; Nrf2 activator: 2.7%; EPAC2 antag: -1%; CCT modulator: -18; EPAC2 agonist: -4%; pAkt inh: inconclusive

What do the screens show for `COc1ccc(OC)c(CNc2ccc3c(c2)nc(C)n3C)c1`?
Mm-Cpn inhibitor: -2%; A549 viability: 2%; TGFb SMAD3 inh: 11%; Nrf2 activator: -0.5%; EPAC2 antag: 3%; CCT modulator: -1.2; EPAC2 agonist: -5%; Nrf2 inh: inconclusive; pAkt inh: inactive

What do the screens show for `CCOc1ccc(NS(=O)(=O)c2ccc(C(=O)N3CCC3)cc2)cc1`?
A549 viability: -1%; TGFb SMAD3 inh: -6%; Nrf2 activator: 0.4%; EPAC2 antag: -2%; CCT modulator: 1.2; EPAC2 agonist: 6%; Nrf2 inh: inconclusive; pAkt inh: inactive

Results for Cn1c(SCC(=O)Nc2ccc(N3CCOCC3)cc2)nnc1C1CC1 ?
Mm-Cpn inhibitor: 0%; A549 viability: 3%; TGFb SMAD3 inh: 4%; Nrf2 activator: 0.0%; EPAC2 antag: 8%; CCT modulator: 1.6; EPAC2 agonist: 2%; Nrf2 inh: 18%; pAkt inh: inactive

What do the screens show for `Cc1ccc(-c2noc(CSc3nnc(C)n3-c3ccc(C)c(C)c3)n2)cc1`?
A549 viability: -12%; TGFb SMAD3 inh: inconclusive; Nrf2 activator: 4.8%; Nrf2 inh: 16µM*

What do the screens show for `CCn1nc(C)c2c(-c3ccccc3)cc(=O)n(C(C)C(=O)Nc3cc(C)ccc3C)c21` (stereo not given)?
A549 viability: 0%; TGFb SMAD3 inh: -17%; Nrf2 activator: 0.5%; Nrf2 inh: 15%

Results for O=C(c1cccs1)N1CCN(c2ncccn2)CC1 ?
Mm-Cpn inhibitor: 0%; A549 viability: 0%; TGFb SMAD3 inh: 3%; Nrf2 activator: 0.0%; EPAC2 antag: -2%; CCT modulator: -0.2; EPAC2 agonist: 3%; Nrf2 inh: 6%; pAkt inh: inactive

What do the screens show for `CSC1=NCCN1C(=O)c1ccco1`?
Mm-Cpn inhibitor: 2%; A549 viability: 0%; TGFb SMAD3 inh: 14%; Nrf2 activator: -1.0%; EPAC2 antag: -15%; CCT modulator: 1.4; EPAC2 agonist: -1%; Nrf2 inh: 4%; pAkt inh: inactive

How did C#CC(C)(CC)NC(=O)Cn1nnc(-c2cccc(C(F)(F)F)c2)n1 (stereo not given) do in these assays?
Mm-Cpn inhibitor: 1%; A549 viability: 8%; TGFb SMAD3 inh: -25%; Nrf2 activator: -1.0%; EPAC2 antag: -11%; CCT modulator: -2.9; EPAC2 agonist: 3%; Nrf2 inh: 17%; pAkt inh: inactive

What do the screens show for `Cc1ccn2c(C=O)c(-c3ccc(F)cc3)c(C=O)c2c1`?
Mm-Cpn inhibitor: -3%; A549 viability: -12%; TGFb SMAD3 inh: inconclusive; Nrf2 activator: 0.2%; EPAC2 antag: inconclusive; CCT modulator: -1.8; EPAC2 agonist: 18%; Nrf2 inh: 13%; pAkt inh: inactive

What do the screens show for `Cc1noc(/C=C/N(C)C)c1S(=O)(=O)N1CCCC(C(=O)Nc2ccc(F)cc2F)C1` (stereo not given)?
Mm-Cpn inhibitor: 0%; A549 viability: 0%&8%; TGFb SMAD3 inh: -8%&-21%; Nrf2 activator: -0.5%&0.5%; EPAC2 antag: -4%; CCT modulator: -0.6; EPAC2 agonist: 0%; Nrf2 inh: 2%&5%; pAkt inh: inactive

What do the screens show for `Cc1ccc(N(C(=O)c2csnn2)C(C(=O)NC(C)(C)C)c2cccs2)cc1` (stereo not given)?
Mm-Cpn inhibitor: -2%; A549 viability: -3%; TGFb SMAD3 inh: -18%; Nrf2 activator: 0.0%; EPAC2 antag: 11%; CCT modulator: 0.8; EPAC2 agonist: 4%; Nrf2 inh: 9%; pAkt inh: inactive

Results for COc1ccccc1C(=O)c1c(C)c(CCC#N)n2ccccc12 ?
Mm-Cpn inhibitor: 0%; A549 viability: -21%; TGFb SMAD3 inh: 10%; Nrf2 activator: 5.1%; EPAC2 antag: -4%; CCT modulator: 2.8; EPAC2 agonist: 4%; Nrf2 inh: -21%; pAkt inh: inactive

Already shown: entries from further up.
What do the screens show for `CCc1ccc(S(=O)(=O)c2cn(C)c3cc(N4CCN(CC)CC4)c(F)cc3c2=O)cc1`?
A549 viability: -7%; TGFb SMAD3 inh: -30%; Nrf2 activator: -0.2%; Nrf2 inh: -3%

Results for CN(CC(=O)Nc1ccccc1C(F)(F)F)C(=O)CSc1nnc(-c2ccncc2)n1C ?
Mm-Cpn inhibitor: 1%; A549 viability: -7%; TGFb SMAD3 inh: 1%; Nrf2 activator: 0.3%; EPAC2 antag: 4%; CCT modulator: -2.2; EPAC2 agonist: -8%; Nrf2 inh: 2%; pAkt inh: inactive
